Screening data: PubChem BioAssay, National Center for Advancing Translational Sciences (NCATS)
AMA1-RON2 inh: qHTS for Inhibitors of AMA1-RON; Towards Development of Antimalarial Drug Lead: Primary Screen. Plasmodium falciparum AMA1 (3D7) - RON2 peptide interaction. AlphaScreen AMA1-biotinylated RON2 peptide binding. Potency, µM (top dose mostly 58.2 µM), for inactives: at the highest dose activity change, negative = inhibition, usual class: inhibitors. 0.2% of 360,000 active. AID 720542, 2013;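 also: 0% = vehicle wells and -100% = peptide control; nearly all actives have a fitted effect of over 45% in size; some results filed as inactive show a strong effect at the top dose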
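AMA1 (3D7) with his tag at 25 nM final met compounds first, then biotinylated RON2 peptide at 25 nM; detection used donor plus acceptor beads, 10 µg/mL apiece, read by AlphaScreen after 30 min at room temperature.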
TbPYK inhibitor: qHTS of Trypanosoma Brucei Inhibitors | pyruvate kinase (Trypanosoma brucei), Q57TT1 | TbPYK enzyme, Kinase-Glo Plus ATP luminescence, 45 min | Potency, µM (titrated, usually from 76.8 µM), inactives show at the highest dose activity, negative = inhibition, most hits filed as inhibitors | 0.12% of 410,000 active | AID 624173, 2012; also: nearly all actives have a fitted effect of over 50% in size
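In this concentration-response screen, enzyme-free wells defined baseline while DMSO plates tracked drift. Each reaction combined TbPYK, substrate, compound and 130 uM ADP for 45 min at room temperature. Kinase-Glo Plus luminescence gave the signal.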
Numbers without * were called inactive; ? = inconclusive; & = joins results of further samples; [ ] = another dose, or the depositor's remark. Calls follow the shape of the dose curve; as a rule, active = well fitted curve in the direction sought with a large enough effect; inconclusive = small, poorly fitted or top-dose-only effect, or another doubt; inactive = no such curve, though single readings can be large; an effect the other way counts as inactive or inconclusive. Unless noted, % is scaled to controls: 0 for no effect and ±100 for the full control effect; potency is read from the fitted curve at half-maximal effect. Not all compounds are listed; the hit share may differ from the screen's.

Values in the order – AMA1-RON2 inh, TbPYK inhibitor
C[C@@H](NC(=O)C[C@@H]1C[C@@H]2c3cc(NS(=O)(=O)c4ccc(F)cc4)ccc3O[C@@H]2[C@@H](CO)O1)c1ccccc1
    -8.7%, -10.0%
Cc1ccc(S(=O)(=O)Nc2ccc3c(c2)C(=O)N([C@@H](C)CO)C[C@@H](C)[C@@H](CN(C)C(=O)NC(C)C)OCCCC[C@H](C)O3)cc1
    11.7%, 1.1%
COc1ccc(-c2[nH][nH]c(=O)c2NC(=O)c2ccccc2Br)cc1
    2.5%, 1.0%
COc1ccc(N2c3ccccc3CN(Cc3ccccc3)[C@@H](C)[C@H]2Cc2cccnc2)cc1
    14.1µM*, -9.9%
C[C@H]1CN([C@@H](C)CO)C(=O)c2cc(NS(=O)(=O)c3ccc(Cl)cc3)ccc2O[C@@H]1CN(C)CC1CCCCC1
    -4.0%, -6.7%
Cc1cc(CCNC=O)c(C)c2c1oc1ccccc12
    -3.8%, -4.5%
CCN(CC)C(=O)C1=C(C)N(Cc2ccc(OC)cc2)C(=O)C(CC(=O)NCc2cccc3ccccc23)C1 (stereo not given)
    -14.6%, 1.7%
CCc1nc2c(OCCOc3ccccc3)cccn2c1N(C)C(=O)C1CC1
    11.1%, 0.4%
CCCNC(=O)C1(C)CCCN(Cc2ccccc2-c2ccccc2)C1 (stereo not given)
    -6.6%, -2.9%
CCOC(=O)C1=CCC(c2ccccc2)N(S(=O)(=O)c2ccccc2[N+](=O)[O-])C1 (stereo not given)
    -21.4%, 4.5%
O=C(O)C(=Cc1ccccc1)Cc1ccccc1
    0.6%, -1.1%
COc1ccccc1-c1cc2c(c3c1ccn3C)C1CCC2O1 (stereo not given)
    -1.2%, -6.1%
O=C1C[C@@H]2C(=O)N(c3ccccc3)C(=O)[C@@H]2[C@@H]2CN(S(=O)(=O)c3ccccc3)[C@@H](c3ccccc3)[C@H]12
    1.8%, -2.7%
c1ccc(-c2sc3ccccc3c2-c2ccc(OCCN3CCCCC3)cc2)cc1
    -21.9%, 3.0%
CCSc1nnc(NC(=O)C2CCN(C(=O)c3ccc(F)cc3)CC2)s1
    -1.3%[11.6 µM], 3.7%
C[C@@H]1CN([C@H](C)CO)C(=O)CCCn2nncc2CO[C@H]1CN(C)Cc1cccc(C(=O)O)c1
    8.3%, 0.4%
COc1ccc(OCC(=O)NNC(=O)C(=O)Nc2ccccc2)cc1
    60.6%[activator], -2.8%
CCNC(=S)Nc1ccc2c(c1)c(=O)n(C)n2-c1cc(C)cc(C)c1
    -10.6%, -3.0%
Cc1cc(C(=O)CCC(=O)N(C)CC2COc3ccccc3O2)c(C)s1 (stereo not given)
    2.2%, 3.0%
COC(=O)[C@@]1(Sc2ccc(C)cc2)CC(=O)N(c2ccccc2)[C@@H]1c1ccccc1
    -14.0%, 0.4%

The last three records of the part above lead into the next:
Values in the order – AMA1-RON2 inh, TbPYK inhibitor
CCNC(=S)Nc1ccc2c(c1)c(=O)n(C)n2-c1cc(C)cc(C)c1
    -10.6%, -3.0%
Cc1cc(C(=O)CCC(=O)N(C)CC2COc3ccccc3O2)c(C)s1 (stereo not given)
    2.2%, 3.0%
COC(=O)[C@@]1(Sc2ccc(C)cc2)CC(=O)N(c2ccccc2)[C@@H]1c1ccccc1
    -14.0%, 0.4%
O=C(Cc1cccc(NC(=O)C2CCCN(C(=O)C3CCC3)C2)c1)Nc1cccc(C(=O)N2CCCCC2)c1 (stereo not given)
    4.9%, 1.3%
CCN(CC)C(=O)C1=C(C)N(CCCN2CCCC2=O)C(=O)C(CC(=O)NCc2cccs2)C1 (stereo not given)
    -6.9%, 4.0%
O=C(NC(=O)c1cc([N+](=O)[O-])ccc1Cl)C1=C(N2CCCC2)COC1=O
    3.0%, 0.8%
COc1cc(C2c3cc4c(cc3OC(N3CCCC3)C2C)OCO4)cc(OC)c1O (stereo not given)
    11.3%, -9.9%
CC(C)Oc1cccc(C(=O)Nc2nnc([C@H]3C[C@H](O)[C@@H](CO)O3)s2)c1
    -5.2%, -10.6%
CN(Cc1cc(Cl)cc(Cl)c1)CC(C(=O)c1ccccc1)c1ccccc1 (stereo not given)
    -8.9%, 3.4%
O=C(O)c1ccccc1-c1ccccc1C(=O)Nc1ccc2oc(=O)c3ccccc3c2c1
    -8.1%, 4.0%
C[C@H](CO)N1C[C@H](C)[C@@H](CN(C)Cc2ccc(Cl)c(Cl)c2)OCc2cnnn2CCCC1=O
    0.5%, -6.0%
CC(C)[C@H](NS(=O)(=O)c1ccccc1F)C(=O)OCC(=O)Nc1cccc(S(N)(=O)=O)c1
    -1.5%, 1.3%
COc1ccc(C(=Cc2cc(OC)c(OC)cc2[N+](=O)[O-])C(=O)O)cc1
    5.8%, 1.4%
Cc1cccc(S(=O)(=O)NC(=O)C2(C)CCN2C(=O)C2(c3ccc(Cl)cc3)CC2)c1 (stereo not given)
    1.6%, 2.2%
O=C(NCC(O)c1nc2ccccc2[nH]1)c1cc([N+](=O)[O-])ccc1F (stereo not given)
    -4.8%, 3.9%
C[C@H]1CN([C@@H](C)CO)C(=O)Cc2cc(NC(=O)C3CC3)ccc2O[C@H]1CN(C)Cc1ccc(C(=O)O)cc1
    3.8%, -2.4%
CC(=O)Nc1ccc(C=NNc2ccc(S(=O)(=O)Nc3ccccc3C(=O)O)cc2[N+](=O)[O-])cc1
    -10.2%, 4.0%
COc1cc(-n2c(C)nc3ncn(-c4ccccc4)c3c2=O)cc(OC)c1OC
    10.0%, -0.6%
CC[C@@H](O)C[C@H]1CCC[C@@]2(C[C@@H]3OC(=O)/C=C/[C@@](C)(O)[C@@H](O)[C@H](C)[C@@H](O)[C@H](OC4CCC(N(C)C)C(C)O4)[C@@H](O)[C@](C)(O)CCCCC/C=C/[C@@H]4CC(C)(C)O[C@@]4(O)C[C@H](O2)[C@H]3C)O1 (stereo not given in full)
    7.5%, 2.1%
CN(C)c1ccc(NC(=O)Nc2nc(C(N)C3CCCCC3)cs2)cc1 (stereo not given)
    ?, -13.3%
Cc1ccsc1C(=O)N1CCCC(C)(C(=O)O)C1 (stereo not given)
    -3.1%, 5.0%
CNc1nc(Nc2ccc(C(=O)OC)cc2)c2sccc2n1
    -5.0%, 2.9%
C[C@H](CO)N1C[C@H](C)[C@@H](CN(C)S(=O)(=O)c2cccs2)Oc2c(NS(=O)(=O)c3ccc(F)cc3)cccc2C1=O
    -0.4%, -1.1%
C[C@H](CO)N1C[C@H](C)[C@@H](CN(C)S(=O)(=O)c2ccc(F)cc2)Oc2c(NC(=O)Nc3ccccc3)cccc2C1=O
    -3.9%, -7.4%
C[C@H]1CN([C@@H](C)CO)C(=O)c2cccc(NC(=O)Nc3ccc(C(F)(F)F)cc3)c2O[C@@H]1CN(C)C(=O)Nc1ccc(F)cc1
    -2.3%, 7.7%
COc1ccc(CCNC(=O)c2ccccc2C(=O)NCCc2ccc(OC)cc2)cc1
    -8.9%, -2.0%
CCCCN1C(=O)C(CC(=O)NCc2cccc3ccccc23)CC(C(=O)N(CC)CC)=C1C (stereo not given)
    -6.0%, 2.3%
Cc1ccc2c(c1)NC(=O)[C@@]1(C)[C@@H](c3ccccc3)[C@H]3COc4ccc(Cl)cc4[C@@H]3N1C2=O
    -7.0%, -0.5%
COc1cc(OC)cc(C2=Cc3ccccc3C(CC(C)=O)N2c2ccc(C#CC3(N)CCCCC3)cc2)c1 (stereo not given)
    -9.4%, -0.7%
CC(C)(C)[C@H]1COC(=O)CCCC/C=C\C[C@H](CC(=O)NCCO)C(=O)N1
    4.2%, -2.1%
CC1=C(C(=O)N(C)C)CC(CC(=O)NC(c2ccccc2)c2ccccc2)C(=O)N1Cc1ccc(C(C)(C)C)cc1 (stereo not given)
    -11.7%, -8.5%
COc1ccc(S(=O)(=O)N(C)C[C@@H]2Oc3ccc(NS(C)(=O)=O)cc3C(=O)N([C@@H](C)CO)C[C@H]2C)cc1
    0.0%, 1.2%
COc1cc(CNC[C@H]2O[C@@H](n3ccc(N)nc3=O)[C@H](O)[C@@H]2O)ccc1OCc1cccc(Cl)c1
    -2.2%, 2.8%
COc1ccc(-c2ccccc2)c2oc(-c3ccco3)cc(=O)c12
    6.7%, 4.1%
COc1ccc([C@H]2C[C@@H](n3cc(-c4ccc(F)cc4)nn3)[C@H](O)CN2CC2CCCCC2)cc1
    -6.5%, 11.7%
N=C(N)c1ccc(N=Nc2c(O)ccc3c2[nH]c2ccccc23)cc1
    25.1µM*, -7.3%
Nc1ccn([C@@H]2O[C@H](C(=O)N[C@H]3c4ccccc4C[C@H]3O)[C@@H](O)[C@H]2O)c(=O)n1
    2.0%, 0.1%
Cc1onc(-c2c(F)cccc2Cl)c1C(=O)OCC(=O)N1C(C)CCCC1C (stereo not given)
    4.3%, -1.7%
COc1cc(F)ccc1-c1cc(C(=O)NCc2ccc(F)cc2)[nH]n1
    -7.8%, 2.9%
CC(=O)Nc1ccc(S(=O)(=O)N[C@@H](C)C(=O)OCC(=O)Nc2ccc3c(c2)OCCO3)cc1
    -4.8%, 0.0%
O=S(=O)(Nc1cccc(Cl)c1)c1cccc(-n2cnnn2)c1
    -6.7%, 4.7%
Cc1ccc(CC(=O)OCC(=O)c2ccc[nH]2)cc1C
    -0.3%[11.6 µM], -0.3%
O=C1c2ccccc2S(=O)N1c1cccc(F)c1 (stereo not given)
    0.0%, -6.5%
Cc1cccc(N2C(=O)N3[C@H]4c5ccccc5OC[C@@H]4[C@@H](c4ccccc4)[C@@]3(C)C2=O)c1
    -6.8%, -8.9%
CCC1(CC)NC(=S)NC1=S
    22.3%, -0.5%
CCCC(C)(C)C(=O)N1CCC1(C)C(=O)Nc1cccc(OC)c1 (stereo not given)
    7.3%, 4.6%
NC(c1csc(Nc2ccccn2)n1)c1ccccc1Cl (stereo not given)
    -23.2%, 5.7%
C[C@H](O)[C@@H]1CN2CCc3c([nH]c4ccccc34)[C@@H]2C[C@@H]1N(C)C(=O)Nc1ccccc1
    -6.5%, 6.3%
COc1ccc(C(O)c2ncc(-c3ccccc3OC)[nH]2)cc1 (stereo not given)
    0.2%, 2.2%
COc1ccc2cc(CN(C)C(=O)CN3C(=O)NC4(CCCC4)C3=O)ccc2c1
    -10.1%, -11.2%
C[C@@H]1Cn2cnc(C(=O)N[C@@H](C)c3ccccc3)c2C(=O)N1
    51.1%[activator], 1.2%
CCCCN(CCCC)Cc1cc(=O)oc2cc(OC)c(Cl)cc12
    4.3%, -1.3%
Cc1cc(NC(=O)CSc2nc(C3CC3)nc3sc4c(c23)CCC(C)C4)no1 (stereo not given)
    -5.3%, 3.9%
CC(=O)NC(CC(=O)OCC(=O)c1cc(C)ccc1C)c1ccccc1 (stereo not given)
    -8.0%, 0.7%
CCN1CCN(S(=O)(=O)c2ccc(Cl)c(C(=O)N(C)Cc3ccc(C(C)(C)C)cc3)c2)CC1
    -17.0%, -1.7%
CCN(c1ccccc1)S(=O)(=O)c1cccc(C(=O)N(C)CC(=O)Nc2ccc(F)c(F)c2F)c1
    -0.8%, 6.0%
COc1ccc(CN(C)C(=O)c2cccc(S(=O)(=O)NCc3ccccc3)c2)cc1F
    7.1%, 4.9%
CC(C)CC1Nc2ncnc(N3CCOCC3)c2N(Cc2ccc(Cl)cc2)C1=O (stereo not given)
    10.2%&0.0%, 1.1%&-13.2%
CC1(C)CCCC2(C)C(OCCO)=CC(=O)C=C12 (stereo not given)
    -2.1%, 0.0%
Cc1ccccc1Oc1ccc2c(c1)[C@@H]1C[C@H](N(C)C(=S)Nc3ccc(F)cc3)[C@H]([C@H](C)O)C(=O)N1CC2
    0.0%, -5.9%
CC1CN(N=Cc2ccc([N+](=O)[O-])o2)C(=N)O1 (stereo not given)
    -0.7%, -4.8%
Cc1ncc(S(=O)(=O)c2ccc(Cl)cc2)c(N)n1
    -0.9%, 1.2%
Nc1nc2c(ncn2[C@@H]2O[C@H](CNC(=O)[C@H](N)Cc3ccccc3)[C@@H](O)[C@H]2O)c(=O)[nH]1
    9.2%, 0.1%

The results go on.
Values in the order – AMA1-RON2 inh, TbPYK inhibitor
O=c1[nH]c2ccccc2c(=O)c2ccccc12
    5.9%, 1.9%
CC(=O)n1cc([C@H]2C=C(C(=O)N3CCOCC3)O[C@@H](OCCCCO)C2)c2ccccc21
    -4.4%, 0.3%
Cc1n[nH]c2c([N+](=O)[O-])c(=O)[nH]c(=O)n12
    4.1%, -3.3%
C[C@H](CO)N1C[C@H](C)[C@@H](CN(C)CC2CCCCC2)Oc2c(NC(=O)CCC(F)(F)F)cccc2C1=O
    13.2%, 1.5%

A few values from the results shown:
CC(=O)n1cc([C@H]2C=C(C(=O)N3CCOCC3)O[C@@H](OCCCCO)C2)c2ccccc21 – TbPYK inhibitor: 0.3%
Cc1n[nH]c2c([N+](=O)[O-])c(=O)[nH]c(=O)n12 – TbPYK inhibitor: -3.3%
